High-throughput results as filed in PubChem BioAssay.
Jurkat tox 60K: reduces viability or proliferation of Jurkat cells; inhibition, % at 4 µM; Jurkat E6.1 viability, ATP luminescence, 48 h; 1.2% of 56,000 active;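 active = inhibition above the mean inhibition of all tested compounds plus 3 SD, cut at about 28% in these data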
5HT1a ag: activates the human 5-HT1a serotonin receptor; P08908; CHO 5-HT1a Ga15 NFAT-bla reporter, FRET ratio; 0% basal, 100% maximal reference agonist; activation, % at 10 µM; 0.56% of 65,000 active; AID 567;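 active = activation above the screen-wide mean activation plus 3 SD, cut at about 19% in these data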;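 note: 0% = DMSO wells and 100% = 5-CT at EC100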
5-HT1A blocker: antagonists of human 5-HT1a serotonin receptor; CHO 5-HT1a Ga15 NFAT-bla reporter, antagonist mode; inhibition, % at 10 µM; 0.68% of 62,000 active;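 active = inhibition above the mean of all tested compounds plus 3 SD, cut at about 43% in these data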;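 note: receptor stimulated by 5-CT agonist at 100 nM near EC80; beta-lactamase reporter measured by ratiometric fluorescence of a cleavable substrate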
S1P3 ag: activates the human S1P3 receptor; activation, % at 4.5 µM; AID 373; S1P3 NFAT-BLA reporter cells, agonism, FRET ratio; relative to 1 µM S1P, basal subtracted; 0.1% of 60,000 active; Q99500;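 active = activation above the screen-wide mean plus 3 SD, cut at about 4.5% in these data, passing the limit was not always enough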; note: some compounds called inactive have numbers as strong as hits
Target sequence (Q99500 whole entry, looked up): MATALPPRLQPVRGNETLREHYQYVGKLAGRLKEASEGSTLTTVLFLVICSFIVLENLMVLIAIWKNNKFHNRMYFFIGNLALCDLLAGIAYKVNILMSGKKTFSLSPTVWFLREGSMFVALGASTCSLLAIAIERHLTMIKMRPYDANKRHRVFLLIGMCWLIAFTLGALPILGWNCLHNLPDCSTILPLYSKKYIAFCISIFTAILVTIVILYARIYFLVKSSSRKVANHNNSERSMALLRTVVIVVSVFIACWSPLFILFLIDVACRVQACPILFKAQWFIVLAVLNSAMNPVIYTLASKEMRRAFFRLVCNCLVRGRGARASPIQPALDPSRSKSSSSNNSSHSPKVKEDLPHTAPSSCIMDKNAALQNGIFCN
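Measure – % activation relative to 1 µM S1P (100%), per plate · System – stable CHO line with human S1P3, Gα16, NFAT-BLA reporter · Timing – cells plated overnight, compound 4 h 37 °C, substrate 2 h RT · Technique – fluorescent BLA substrate, ex 405 nm, em 460/535 nm ratio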
M1 ag: M1 muscarinic receptor agonism; CHO-M1 cells, Fluo-4 calcium fluorescence, agonist mode; active compounds read high; B-score at 10 µM; 3% of 64,000 active; AID 626;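 active = fluorescence rise, raw or as B-score row- and column-corrected plate score, outside the 99.7% band of its plate's samples, either direction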
S1P1 ag-PAM: activates or potentiates agonism at human S1P1 receptor; S1P1 CRE-bla cells, forskolin, beta-lactamase FRET, potentiator mode; S1P1 agonist co-added at EC20, 2 nM; 100% = saturating reference agonist, 0% = basal; activation, % at 9.5 µM; 0.57% of 56,000 active; P21453;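 active = activation above a cutoff set at the mean activation of all tested compounds plus 3 SD, cut at about 54% in these data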;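 note: forskolin at 4 µM as EC80 and the EC20 agonist is SEW2871; 100% = SEW2871 at its EC100 plus forskolin at EC80; some compounds past the cut are filed as inactive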
M1 antag: blocks the rat M1 muscarinic receptor response to acetylcholine; B-score at 10 µM; 3.4% of 64,000 active; AID 628; P08482; CHO-M1 cells, Fluo-4 calcium, ACh EC80 antagonist mode; active compounds read low;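 active = calcium fluorescence response, raw or row-and-column corrected B-score, differing from the plate sample mean either way at a set confidence level, mostly lower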
5HT1E antag: 5-HT1E (human) receptor antagonism; CHO 5-HT1E Ga15 NFAT-bla reporter, FRET, antagonist; inhibition, % at 6 µM; P28566; 0.99% of 65,000 active;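 active = inhibition above a set limit, the mean inhibition across every tested compound plus 3 SD, cut at about 29% in these data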;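 note: signal is the 460 over 535 nm emission ratio of beta-lactamase substrate; 0% = agonist plus DMSO wells and 100% = wells without agonist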
Target sequence (P28566 whole entry, looked up): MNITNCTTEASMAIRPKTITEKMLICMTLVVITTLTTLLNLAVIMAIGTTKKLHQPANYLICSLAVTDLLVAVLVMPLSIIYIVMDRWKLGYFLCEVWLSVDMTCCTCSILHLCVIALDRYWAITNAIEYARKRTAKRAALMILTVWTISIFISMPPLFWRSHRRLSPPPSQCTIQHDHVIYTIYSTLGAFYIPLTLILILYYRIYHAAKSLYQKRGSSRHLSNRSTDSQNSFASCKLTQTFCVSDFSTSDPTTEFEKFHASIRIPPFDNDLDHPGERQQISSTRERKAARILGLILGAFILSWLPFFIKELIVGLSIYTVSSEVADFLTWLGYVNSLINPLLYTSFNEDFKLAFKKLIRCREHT
5HT1E ag: activates the human 5-HT1E serotonin receptor. P28566. CHO 5-HT1E Ga15 NFAT-bla reporter, FRET; 0% DMSO wells, 100% control agonist wells. activation, % at 6 µM. 0.69% of 65,000 active;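 active = activation above a set limit, the screen-wide mean activation plus 3 SD, cut at about 8.5% in these data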;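 note: 100% = positive control agonist at 1 µM giving full maximal response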
The depositor's hits bear a star; . = not tested or not shown.

SMILES	Jurkat tox 60K	5HT1a ag	5-HT1A blocker	S1P3 ag	M1 ag	S1P1 ag-PAM	M1 antag	5HT1E antag	5HT1E ag
O=C(CCCCCN1C(=O)CCC1=O)Nc1ccc2c(c1)OCO2	4	-4.0	-1	-0.8	-0.22	-13	-0.86	-4	0.5
CCOC(=O)c1c(C)n(C)c2ccc(OCC(O)CNC(CC)CO)cc12 (configuration not stated)	-7	-1.7	-16	0.9	-0.4	-22	0.033	11	-0.9
Cc1noc(C)c1C(=O)Nc1sc2c(c1C(N)=O)CCCCC2	5	-0.8	-18	-0.9	0.77	-17	0.13	-7	0.3
O=C(CSc1ncnc2sc3c(c12)CCCC3)c1ccco1	1	-3.4	-1	-1.6	0.49	10	0.37	4	-0.3
CCOCN(C(=O)Cn1c(CO)nc2ccccc21)c1c(C)cccc1CC	4	-1.1	-7	-0.7	1.5	12	-1.2	-4	-0.8
COc1ccc(CC(=O)NCc2cn3ccsc3n2)cc1	0	-4.1	8	-1.0	-0.14	-28	0.12	-9	-0.4
Cc1cccc(NC(=O)c2cnc3sccn3c2=O)c1	0	-2.1	-6	0.2	0.072	5	-0.64	-3	0.6
COc1ccc(S(=O)(=O)N(CC(=O)O)Cc2ccccc2)cc1OC	1	-1.6	-5	-1.2	-1.4	-9	-18*	-12	-0.7
O=C(C1CCN(S(=O)(=O)Cc2ccccc2)CC1)N1CCN(c2ncccn2)CC1	-8	-2.8	5	0.2	0.43	-7	0.62	1	-0.2
O=C(Nc1ccccc1C(=O)N1CCCC1)c1cccc(S(=O)(=O)N2CCCCCC2)c1	2	-1.5	8	0.6	0.064	-19	-0.84	1	0.8
O=C(c1cccs1)N(Cc1ccco1)Cc1cc2ccccc2[nH]c1=O	8	51*	-1	0.3	-0.086	-37	1.1	-8	0.9
CCN(CC)c1ccc(NC(=O)C2CCCN(S(=O)(=O)c3cnc[nH]3)C2)c(C)c1 (configuration not stated)	-4	-3.5	-3	0.2	-0.0073	-10	-0.75	-5	-0.2
CCn1c(SCC(N)=O)nc2c(c1=O)C1(CCCC1)Cc1ccccc1-2	.	-1.0	-3	.	0	.	-2	6	-0.8
Cc1cccn2c(=O)c3cc(C#N)c(=N)n(Cc4cccnc4)c3nc12	.	1.0	-19	.	-1.4	.	-0.14	-6	-0.6
Cc1cc(-c2csc(NC(=O)c3ccc(=O)n(C)n3)n2)c(C)n1CC1CCCO1 (configuration not stated)	0	0.2	-4	-0.1	2	3	-1.2	-8	-0.1
CN(C)Cc1ccc(O)c(CCc2ccccc2)n1	-2	-0.3	4	0.2	-0.13	-7	0.46	-11	0.4
Cc1cccc(OCc2nnc(SCc3nc4ccccc4c(=O)[nH]3)o2)c1	-7	1.1	11	0.2	0.28	-4	-0.064	-3	-1.4
CS(=O)(=O)N1CCC(C(=O)Nc2ccc(Oc3ccccc3)cc2)CC1	3	0.1	1	-1.7	3.2*	5	-0.53	-6	0.4
COc1ccccc1CNC(=O)CS(=O)Cc1nc(-c2ccccc2C)oc1C (configuration not stated)	2	-1.6	-1	-0.1	0.015	-15	-2.7*	-13	-0.6
CCOC(=O)c1sc2ncnc(OC)c2c1C	-3	1.0	-6	0.1	-0.86	-14	-0.25	0	1.4
CCCCn1c(CN2CCN(C)CC2)nc2ccccc21	3	2.2	-8	-1.1	0.5	-7	-4*	-10	0.7
COC(=O)Cn1ccc(N(C)C)c(C#N)c1=O	-3	-1.5	-9	-0.3	0.0035	-6	0.15	-4	0.3
CCCCCn1c(N2CCOCC2)nc2c1c(=O)n(CC(N)=O)c(=O)n2C	-1	1.4	8	-1.0	1	1	1.2	6	-1.0
Cc1cc(C(=O)N2CCN(c3ccccc3)CC2)no1	-1	-1.7	-6	0.2	-0.37	-11	0.59	-8	-0.2
CC1(C)CC(=O)C=C(Nc2ccc(C(=O)O)cc2)C1	.	1.2	-1	.	-0.014	.	-0.89	-3	-0.2
COc1cc(C2C(C#N)=C(N)Oc3cc(N(C)C)ccc32)cc2c1OCO2 (configuration not stated)	15	-1.7	4	-2.4	45*	9	-0.25	43*	0.1
C=CCn1c(NC(=O)c2ccco2)c(S(=O)(=O)c2ccccc2)c2nc3ccccc3nc21	6	1.0	10	-0.7	-0.33	-3	0.4	-4	1.8
OC(Cn1cccn1)c1ccccc1 (configuration not stated)	-6	0.4	4	-1.0	0.46	6	0.46	3	-0.4
CCN(c1ccccc1)S(=O)(=O)c1ccc2[nH]cc(C(=O)N3CCOCC3)c(=O)c2c1	.	0.8	-4	.	-0.062	.	-0.00029	0	0.0
Cc1cc(NC(=O)COC(=O)c2cc3c(s2)CCC(C)C3)no1 (configuration not stated)	1	1.3	-14	0.9	0.014	-10	1.1	-8	0.9
O=C1CCn2nc(-c3ccc(Cl)cc3)cc2N1	6	-0.6	6	-0.9	1.3	-5	0.14	-13	0.4
CCOC(=O)c1c(N)sc(C(=O)N2CCCC(C(N)=O)C2)c1C (configuration not stated)	1	-4.5	1	-1.7	-0.039	-4	0.78	-4	0.8
CC1CC(C(F)(F)F)n2ncc(C(=O)O)c2N1 (configuration not stated)	-4	0.6	7	-0.3	-0.64	-8	-0.065	6	-1.9
CCC1C(C#N)=C(N)OC2=C1C(=O)CC(C)(C)C2 (configuration not stated)	-2	-1.8	0	0.2	0.065	-28	0.43	1	-0.2
O=C(Nc1nnc(-c2ccc(F)cc2)o1)c1ccco1	-2	-2.7	-2	-0.1	-0.36	-7	-0.99	-5	0.3
Cc1ccc(S(=O)(=O)NCc2ccc(C(=O)N(C)CCC#N)cc2)cc1	2	-3.1	-15	-1.2	0.64	-29	1.2	-6	-0.5
O=C(c1cc(-c2ccco2)on1)N1CCN(C(c2ccccc2)c2ccccc2)CC1	2	-5.0	43*	0.1	-1.5	60*	-2.7*	-16	0.4
CC1(C)NC(=O)N(CC(O)CN2CCOCC2)C1=O (configuration not stated)	7	-0.1	-4	-1.0	0.14	-5	0.071	1	-0.3
COc1ccc(OC)c(C2=NO[C@@H]3C(=O)N(c4cc(Cl)ccc4OC)C(=O)[C@H]23)c1	2	-6.1	-5	-0.9	0.02	-3	-0.71	-5	0.5
Cc1cc(C)c2[nH]c(=O)c(CN(CC3CCCO3)C(=O)c3cnccn3)cc2c1 (configuration not stated)	0	-2.6	-4	-0.6	-1.1	2	-0.016	3	-0.1
CCOC(=O)c1[nH]c(C)c(C(=O)N2CCN(c3ccccc3)CC2)c1C	-6	-2.2	6	-0.4	0.09	5	0.92	-3	-0.5
COc1ccc(-n2c(N)c(C(=O)NCc3ccco3)c3nc4ccccc4nc32)c(OC)c1	3	2.4	21	1.1	-0.69	-75	-0.2	6	1.9
C=C(C)c1cccc(C(C)(C)NC(=O)Nc2ncccn2)c1	6	-1.9	11	-0.9	-0.5	-9	0.25	4	-2.0
COc1ccc(Cc2nnc(SCC(=O)NC3CCCCC3)n2C)cc1	11	-0.2	22	-1.6	0.27	-4	0.046	14	-1.7
C=C(C)CSc1nc(N)c2c(C)c(C)sc2n1	7	-0.8	-1	-0.2	0.45	-13	-0.89	21	-0.2
COc1ccc2cc3c(N)c(C(=O)N4CCCC4)sc3nc2c1	1	-1.6	-3	-0.4	-1.5	-6	-1.4	10	-0.1
Cn1c(C(=O)OCC(=O)NCc2ccco2)cc2sccc21	2	-2.5	9	-0.5	-0.39	2	0.017	-2	-0.5
CCCn1cc2c(c1-c1cccc(C)c1)c(=O)n(C)c(=O)n2C	3	-0.3	-6	-0.2	0.14	10	0.68	10	-0.2
CNC(=O)C1C2C=CC3(O2)C1C(=O)N(CCOC)C3C(=O)NCc1ccc(OC)cc1 (configuration not stated)	.	-1.1	5	.	1.5	.	1.2	-7	0.3
CCc1cc(=O)oc2c(C)c(O)c(CN(C)C)cc12	1	3.8	-17	1.1	-0.11	-2	0.63	11	1.1

The results go on:
SMILES	Jurkat tox 60K	5HT1a ag	5-HT1A blocker	S1P3 ag	M1 ag	S1P1 ag-PAM	M1 antag	5HT1E antag	5HT1E ag
COc1cc(C2C(C#N)=C(C)NC3=C2C(=O)CC(C)(C)C3)cc(OC)c1O (configuration not stated)	-2	-1.4	8	-0.2	0.11	-9	0.26	0	-0.1
CCCN1C(=O)SC(CC(=O)Nc2ccccc2)C1=O (configuration not stated)	-5	0.5	-20	0.5	-0.0074	2	0.38	-6	-0.2
Cc1cc(N2CCOCC2)nc2ccc(NC(=O)CCC(=O)N3CCC(C)CC3)cc12	-2	-3.4	-4	0.2	0.9	-6	-0.23	7	0.4
Cc1[nH]nc(N=Cc2c(O)n(C)c(=O)n(C)c2=O)c1-c1ccccc1	4	-2.1	3	-1.0	-0.84	-215	-0.0035	4	-1.8
O=C(/C=C/Nc1ccc(F)c(Cl)c1)c1ccco1	-7	-2.3	13	-0.3	0.51	11	0.78	1	-1.3
O=C(Cc1cccs1)Nc1nnc(-c2ccncc2)s1	-3	-0.7	-8	-0.5	0.012	-10	0	-9	-0.1
CCn1c(SCCC(C)C)nnc1-c1c[nH]c2ccccc12	4	-1.0	-1	-1.0	0.58	33	0.2	3	1.1
Cc1ccc(N(CC(N)=O)C2SC(=O)N(C)C2=O)cc1 (configuration not stated)	.	2.4	-6	.	1.8	.	0.36	-2	0.4
CCOC(=O)N1CCN(C(=O)c2ccccc2-c2ccccc2)CC1	79*	-2.4	4	-1.1	-0.048	-2	-0.79	8	0.6
CCOC(=O)C1CCN(S(=O)(=O)c2c(C)n[nH]c2C)CC1	-14	-2.3	-4	1.0	1.1	-5	-0.2	-10	0.7

Results in M1 ag, S1P1 ag-PAM and 5HT1a ag, for 2 of the compounds above:
| Structure | M1 ag | S1P1 ag-PAM | 5HT1a ag |
| --- | --- | --- | --- |
| Cc1cc(N2CCOCC2)nc2ccc(NC(=O)CCC(=O)N3CCC(C)CC3)cc12 | 0.9 | -6 | -3.4 |
| Cc1[nH]nc(N=Cc2c(O)n(C)c(=O)n(C)c2=O)c1-c1ccccc1 | -0.84 | -215 | -2.1 |

The results go on:
SMILES	Jurkat tox 60K	5HT1a ag	5-HT1A blocker	S1P3 ag	M1 ag	S1P1 ag-PAM	M1 antag	5HT1E antag	5HT1E ag
CCCc1nc(-c2ccccc2O)n(-c2ccccc2)n1	-5	-3.3	3	1.2	.	-6	.	6	-0.1
CCc1cccc2c(C#N)cn(CC(=O)NCCOC)c12	-2	-1.2	1	0.0	0.54	-3	0.81	0	5.8
C/C=C/C=[N+](\[O-])C(C)/C(=N/O)c1ccc(F)cc1 (configuration not stated)	-1	-1.1	2	-1.1	0.59	-1	0.44	2	-1.2
Cc1[nH]nc2nc(SCC(=O)NCC3CCCO3)n(-c3ccc(Br)cc3)c(=N)c12 (configuration not stated)	0	-4.1	-8	0.0	-0.076	-30	-0.78	21	-0.1
CCCOc1ccc(N2C(=O)CC(N3CCN(c4ccccc4OC)CC3)C2=O)cc1 (configuration not stated)	-5	-0.8	0	-0.7	0.25	-24	0.83	3	1.1
OCCc1ccc(-c2ccc(Cl)cc2)o1	3	-2.4	2	-0.4	-0.4	-13	0.35	2	-0.1
CC(C)c1cc(NCCN2CCOCC2)n2c(nc3ccccc32)c1C#N	.	4.3	.	0.2	-0.19	-24	0.72	8	-0.2
CC(=O)c1c(C)n([O-])c2cc(C)ccc2[n+]1=O	-3	0.2	-6	1.6	-0.76	-8	-0.1	3	0.3
Cc1ccc(NC(=O)CSc2nnc(Cn3c(=O)sc4ccccc43)n2C)cc1	5	-2.5	-14	-0.4	-0.038	0	0.16	-15	-0.3
COC(=O)/C(=C1/Oc2cc(C)oc(=O)c2S1)C(F)(F)F	.	-0.6	.	-9.3	-1.1	48	0.59	78*	-0.5
